HCMV antiviral – inhibitors of human cytomegalovirus | hit rate 4.5% among 410,000 | HFF cells, HCMV-luciferase reporter, 72 h; stronger effect = lower value | AID 1259415 | activity change, negative = inhibition, % at 57.5 µM; in the data active = activity change below about -60%; inconclusive = no clear call, values can overlap the other calls; inactive = above about -39%
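HFF cells seeded 16 h at 37C, treated with compounds, infected with luciferase-reporter HCMV at MOI 1 PFU/cell; luciferase read at 72 h post infection, normalized to buffer-only and Salinomycin controls.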
AmpC no deterg – inhibitors of E. coli AmpC beta-lactamase without detergent. Potency, µM (doses to about 57.1 µM), inactives show at the top dose activity change, negative = inhibition, most hits filed as inhibitors. AmpC nitrocefin hydrolysis, absorbance 480 nm, 0.0001% Triton. AID 485341. hit rate 0.52% among 330,000;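 also: potency is read from the fitted curve at half-maximal effect; plate controls were no compound for no effect and no enzyme for full effect; nearly all actives have a fitted effect of over 20% in size; some results filed as inactive show a strong effect at the top dose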
Target sequence (P00811 whole entry, looked up): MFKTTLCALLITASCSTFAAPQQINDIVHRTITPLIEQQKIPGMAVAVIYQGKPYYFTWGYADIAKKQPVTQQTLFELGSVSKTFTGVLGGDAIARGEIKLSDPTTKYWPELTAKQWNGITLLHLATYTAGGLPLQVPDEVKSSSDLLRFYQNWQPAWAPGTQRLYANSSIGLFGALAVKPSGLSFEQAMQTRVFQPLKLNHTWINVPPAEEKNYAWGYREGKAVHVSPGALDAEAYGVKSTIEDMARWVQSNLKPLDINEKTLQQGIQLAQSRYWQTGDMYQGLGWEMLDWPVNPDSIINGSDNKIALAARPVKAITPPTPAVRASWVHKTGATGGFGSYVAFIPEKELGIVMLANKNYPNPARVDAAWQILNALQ
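20 mM phosphate pH 7.0 + 0.01% (detergent screen) or 0.0001% Triton X-100; 5.3 nM AmpC reagent; cpd preinc 15 min RT; nitrocefin (800 uM stock) to start; A480 q20 s × 4 min; Activity was normalised to no-enzyme and no-compound control wells.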
AmpC detergent – inhibitors of E. coli AmpC beta-lactamase with detergent; AmpC hydrolysis of nitrocefin, absorbance 480 nm, 0.01% Triton; hit rate 0.041% among 370,000; P00811; Potency, µM (highest dose often 114 µM), inactives show at the highest dose activity change, negative = inhibition, usual class: inhibitors; AID 485294;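 also: potency is read from the fitted curve at half-maximal effect; 0% = no-compound wells and -100% = no-enzyme wells; nearly all actives have a fitted effect of over 25% in size; some results filed as inactive show a strong effect at the top dose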
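20 mM phosphate pH 7.0 + 0.01% (detergent screen) or 0.0001% Triton X-100; 5.3 nM AmpC reagent; cpd preinc 15 min RT; nitrocefin (800 uM stock) to start; A480 q20 s × 4 min; Activity was normalised to no-enzyme and no-compound control wells.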
AMA1-RON2 inh – AMA1-RON2 (P. falciparum) interaction inhibition | hit rate 0.2% among 360,000 | Potency, µM (doses to about 58.2 µM), for the others: top-dose activity change, negative = inhibition, actives largely listed as inhibitors | AlphaScreen AMA1-biotinylated RON2 peptide binding;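 also: potency is read from the fitted curve at half-maximal effect; 0% = vehicle wells and -100% = peptide control; nearly all actives have a fitted effect of over 45% in size; some results filed as inactive show a strong effect at the top dose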
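AMA1 (3D7) with his tag at 25 nM final met compounds first, then biotinylated RON2 peptide at 25 nM; detection used donor plus acceptor beads, 10 µg/mL apiece, read by AlphaScreen after 30 min at room temperature.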
FBPA Giardia inh – inhibitors of Giardia lamblia fructose-1,6-bisphosphate aldolase; A8B2U2; purified Giardia FBPA; Potency, µM (top dose mostly 59.6 µM), for the others: top-dose activity, negative = inhibition, actives largely listed as inhibitors; hit rate 0.71% among 290,000; also: potency is read from the fitted curve at half-maximal effect; nearly all actives have a fitted effect of over 55% in size
Target sequence (A8B2U2 whole entry, looked up): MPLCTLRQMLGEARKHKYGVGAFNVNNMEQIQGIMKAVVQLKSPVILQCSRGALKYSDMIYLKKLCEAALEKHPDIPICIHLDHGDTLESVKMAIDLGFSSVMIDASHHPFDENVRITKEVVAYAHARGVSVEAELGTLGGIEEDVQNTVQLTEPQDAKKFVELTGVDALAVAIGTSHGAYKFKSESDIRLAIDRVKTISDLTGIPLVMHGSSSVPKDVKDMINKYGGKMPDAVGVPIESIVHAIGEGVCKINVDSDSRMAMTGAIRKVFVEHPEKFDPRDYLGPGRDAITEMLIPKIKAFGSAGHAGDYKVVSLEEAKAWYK
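Giardia FBPA (40 nM reagent) was preincubated 10 min at RT with compound (up to 57.5 uM final), then substrate plus GAPDH/TPI/NAD/arsenate coupling system with diaphorase/resazurin was added; resorufin fluorescence (525/598 nm) was read after 20 min.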
Sm TGR block – blocks Schistosoma mansoni thioredoxin glutathione reductase. Q962Y6. purified TGR, DTNB reduction, TNB absorbance 405 nm. Potency, µM (doses to about 114 µM), without a hit: at the highest dose activity change, negative = inhibition, usual class: inhibitors. hit rate 3% among 360,000. AID 485364; also: potency is read from the fitted curve at half-maximal effect; nearly all actives have a fitted effect of over 60% in size
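First, TGR (20 nM dispensed) and NADPH were mixed with compound. Second, a 15 min room-temperature incubation followed. Third, further NADPH and then DTNB were added to start the reaction. Finally, TNB absorbance was monitored kinetically.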
* = called active by the depositor; ? = inconclusive; . = not tested or not shown; & = joins results of further samples; [ ] = dose if it differs, or a comment. Unless noted, calls follow the shape of the dose curve; as a rule, active = well fitted curve in the direction sought with a large enough effect; inconclusive = small, poorly fitted or top-dose-only effect, or another doubt; inactive = no such curve, though single readings can be large; an effect the other way counts as inactive or inconclusive. Unless noted, % is scaled to controls: 0 for no effect and ±100 for the full control effect.

Start of the data: the first 3 records as a preview:
SMILES	HCMV antiviral	AmpC no deterg	AmpC detergent	AMA1-RON2 inh	FBPA Giardia inh	Sm TGR block
COc1ccc(CCNC(=O)c2ccc(NS(=O)(=O)c3ccc4[nH]c(=O)[nH]c4c3)cc2)cc1OC	3.0	-51.4%	?	-8.3%	.	4.2%
CCOC(=O)COc1c(OC)cc(Cl)cc1C1NC(=O)NC(C)=C1C(C)=O (stereo unspecified)	-6.2	2.1%	4.0%	-4.9%	17.7%	1.5%
COc1cccc(C(C[N+](=O)[O-])c2c(C)[nH]n(-c3ccccc3)c2=O)c1 (stereo unspecified)	6.6	-41.5%	-11.9%	3.8%	12.6µM*	35.5µM*

The listing, from the first entry:
SMILES	HCMV antiviral	AmpC no deterg	AmpC detergent	AMA1-RON2 inh	FBPA Giardia inh	Sm TGR block
COc1ccc(CCNC(=O)c2ccc(NS(=O)(=O)c3ccc4[nH]c(=O)[nH]c4c3)cc2)cc1OC	3.0	-51.4%	?	-8.3%	.	4.2%
CCOC(=O)COc1c(OC)cc(Cl)cc1C1NC(=O)NC(C)=C1C(C)=O (stereo unspecified)	-6.2	2.1%	4.0%	-4.9%	17.7%	1.5%
COc1cccc(C(C[N+](=O)[O-])c2c(C)[nH]n(-c3ccccc3)c2=O)c1 (stereo unspecified)	6.6	-41.5%	-11.9%	3.8%	12.6µM*	35.5µM*
Cc1ccc(OCC(=O)NCC(=O)OCc2cc(=O)n3nc(C(C)C)sc3n2)cc1	-1.4	.	-8.6%	.	.	-8.9%
Cc1ccc(N2CCN(CC(=O)Nc3c(C(=O)C4CC4)oc4ccccc34)CC2)cc1	.	4.8%	11.7%	.	-6.7%	-5.6%
COc1ccc(S(=O)(=O)Nc2cccc3c2O[C@H](CN(C)S(=O)(=O)c2ccccc2)[C@@H](C)CN([C@H](C)CO)C3=O)cc1	1.7	144.8%[activator]	.	1.8%	.	.
CCOc1ccc(NC(=O)NCc2c(-n3cccc3)sc3c2CCCC3)cc1	3.4	.	1.4%	.	.	-9.4%
CCc1cc(C(=O)N(Cc2ccccc2)c2c(N)n(CCOC)c(=O)[nH]c2=O)sc1C	-32.8	-33.0%	-11.2%	6.6%	.	-5.7%
Cc1cccc(Cn2ccc(N)n2)c1	55.4	49.4%	1.4%	-11.9%	-11.2%	-0.8%
Cc1ccc(CS(=O)Cc2ccc(C(=O)NCc3ccccc3Cl)o2)cc1 (stereo unspecified)	4.6&-8.9	51.7%	0.8%&5.4%	-2.1%	.	-2.1%&-3.8%
O=C(Cc1ccsc1)NCC(c1ccco1)N1CCCCC1 (stereo unspecified)	-24.6	-16.8%	-8.6%	12.5%	1.3%	-16.6%
Cn1c(=O)[nH]c(=O)c2c1nc(N1CCCCCC1)n2Cc1cccc2ccccc12	-15.2	-14.0%	?	0.6%	7.2%	5.5%
Cc1ccn2c(=O)cc(CSc3nnc(NC(=O)c4ccccc4Cl)s3)nc2c1	-20.8	.	0.3%	.	.	-2.0%
CCOc1cccc(C(=O)Nc2ccc(S(=O)(=O)N(Cc3ccccc3)c3ccccc3)cc2)c1	-10.5	.	17.4%	.	.	5.3%
COc1ccc(NCc2cccn2-c2nnc(N3CCC(C)CC3)s2)c(OC)c1	-21.2	.	-1.7%	.	.	-12.6%
Cc1cccc(N2C(=O)/C(=C/c3ccc(CN(CCC#N)S(C)(=O)=O)o3)C(=O)NC2=S)c1	8.1	-31.1%	?	-8.5%	?	8.91µM*
CCOC(=O)c1ccc(N(CC(=O)NC2CCCCC2)C(=O)CNC(=O)c2ccco2)cc1	6.7	40.7%	4.3%	4.2%	-3.6%	-0.7%
CCOC(=O)Cc1csc(NC(=S)NC(=O)C(C)(C)C)n1	?	-8.8%	-5.2%	50.2%[activator]	?	-15.8%
Cc1ccc(NC(=O)CN(C)C(=O)c2cccc(S(=O)(=O)NCc3ccco3)c2)cc1	-3.7	-2.4%	3.0%	-3.1%	.	-27.1%
C=CC[N@@+]12CC[C@]34c5ccccc5N5/C=C6\C7N(/C=C(\C53)[C@@H](C[C@@H]41)/C(=C/CO)C2)c1ccccc1[C@@]71CC[N@@+]2(CC=C)C/C(=C\CO)[C@@H]6C[C@@H]12 (stereo partly specified)	?	-2.3%	?	-3.7%	.	-26.9%
COCCNC(=O)C(c1ccc(F)cc1)N(CCOC)C(=O)CCC(=O)Nc1nccs1 (stereo unspecified)	2.9	-7.7%	5.1%	1.2%	0.7%	5.8%
CN1CCN(C(=O)c2cc3c(C(F)(F)F)nn(C)c3s2)CC1	?	-9.2%	-6.5%	1.7%	-1.9%	1.8%
O=C(COc1coc(CN2CCc3ccccc3C2)cc1=O)Nc1ccccc1F	8.9	18.0%	0.0%	-11.3%	.	-5.2%
Cc1ccc(Nc2nc(COC(=O)C3CC3)cs2)cc1	36.6	-13.1%	4.9%	-0.7%	-8.5%	.
COc1ccccc1C1CC(c2ccc(Cl)cc2Cl)Nc2nc(N)nn21 (stereo unspecified)	9.1	125.8%[activator]	-10.7%	-2.2%	1.7%	-2.7%

Going on with the list:
SMILES	HCMV antiviral	AmpC no deterg	AmpC detergent	AMA1-RON2 inh	FBPA Giardia inh	Sm TGR block
COc1ccc(OC)c(-c2nc3c(C#N)c[nH]n3c2NC2CCCCC2)c1	-22.1	.	-3.5%	.	.	-12.5%
O=C(c1c(F)cccc1F)N1CCCC(c2nc(-c3ccc(F)cc3)no2)C1 (stereo unspecified)	7.5	26.3%	2.2%	0.3%	14.1%	3.5%
CCc1nnc(NS(=O)(=O)c2ccc(N/C=C(\C=O)c3nc4cc(Cl)ccc4o3)cc2)s1	36.7	-43.0%	-5.7%	17.9%	4.4%	.
Cc1ccc(NCc2nnc(SCC(=O)Nc3cc(C)on3)n2C)cc1	18.1	-2.8%	3.5%	-1.0%	1.1%	0.6%
O=C(Nc1ccc2oc(-c3cccc(Cl)c3Cl)nc2c1)c1cccc(Br)c1	-74.4*	.	8.1%	.	.	-8.0%
C/C(=N/NC(=O)CN1CCN(Cc2ccccc2Cl)CC1)c1ccco1	?	30.5%	-1.6%	-4.2%	-0.3%	-7.6%
CCOC(=O)Cc1csc(N/N=C\c2cccc(Br)c2)n1	9.2	-22.8%	-0.8%	72.0%[activator]	-2.0%	-2.1%
O=C(NCc1ccccc1)C(c1ccc(Cl)cc1)N(C(=O)c1csnn1)C1CC1 (stereo unspecified)	-63.0*	-4.3%	1.6%	9.9%	18.4%	1.5%
N#Cc1ccc(CSc2ncccn2)cc1	4.1	-9.1%	?	2.9%	9.7%	1.6%
CC1(c2ccc(Cl)cc2Cl)NC(=O)N(CC(=O)Nc2cccnc2Cl)C1=O (stereo unspecified)	-15.5	?	?	1.2%	.	8.1%
C=CCSc1nnc(N2C(=O)C(O)=C(C(=O)c3ccco3)C2c2ccccc2F)s1 (stereo unspecified)	30.8	-47.3%	-4.9%	26.2%	?	11.2µM*
C[C@H]1CN([C@@H](C)CO)C(=O)c2cccc(NS(=O)(=O)c3ccc(F)cc3)c2O[C@H]1CN(C)Cc1ccc(Cl)c(Cl)c1	14.5	181.2%[activator]	.	6.6%	.	.
CN(C)CCn1c2c(c(SCC(=O)Nc3ccc4c(c3)OCCO4)nc1=O)CCC2	13.4	-13.4%	0.0%	11.1%	.	-4.0%
CCOc1ccc(N(C(=O)Cn2nnc3ccccc32)C(C(=O)NC(C)(C)CC)c2cccn2C)cc1 (stereo unspecified)	17.2	23.5%	-11.1%	2.1%	3.6%	-4.9%
CCOC(=O)c1oc2nc3c(cc2c1N)CCCC3	76.3	-2.0%	-5.5%	4.6%	-8.3%	-3.6%
Cc1nn(Cc2ccccc2)c(Cl)c1/C=C1\NC(=S)NC1=O	24.5	-43.2%	-0.8%	-12.9%	8.0%	8.0%
CCCCNC(=O)CSc1nc2cc3c(cc2c(=O)n1Cc1ccc(C(=O)NCCc2ccc(OC)c(OC)c2)cc1)OCO3	-10.7	.	9.4%	.	.	-1.0%
Clc1ccc2[nH]cc(-c3nnnn3-c3ccc4ccccc4c3)c2c1	-61.7*	-38.9%	-13.8%	-7.4%	13.8%	-6.0%
NC(=S)Nc1ccc(S(=O)(=O)c2ccc(NC(N)=S)cc2)cc1	17.0	-33.4%	-15.8%	29.9%	-10.8%	4.1%
Cc1ccc(N(CCC#N)C(=O)CSc2nnc3ccccn23)cc1	-22.4	-6.3%	4.0%	-4.0%	.	-2.2%
c1ccc(CNc2cncnc2)cc1	-27.6	-9.7%	?	-1.0%	4.7%	0.5%
CCc1ccc(NC(=O)COC(=O)/C=C/c2ccco2)cc1	-7.3	-11.9%	.	-0.3%	.	.
CCOC(=O)NNS(=O)(=O)c1cc(Br)ccc1Br	-28.7	-16.7%	-8.0%	-5.0%	0.0%	2.2%
O=C(/C=C/c1ccccc1[N+](=O)[O-])NCCN1C(=O)S/C(=C\c2ccc(F)cc2)C1=O	57.6	-9.6%	2.3%	15.6%	5.5%	.
COC(=O)C1=C(c2ccc(OC(F)(F)F)cc2)C[C@@H]2CC[C@H]1N2C(=O)NCC1CC1	-36.5	54.0%	-4.4%	-1.0%	.	-2.8%
O=C(COc1cccc2c1CCN(Cc1ccccc1)C2=O)NCc1ccco1	9.6	-14.0%	2.5%	3.3%	3.3%	-30.6%

2 of these compounds in a different format.
Cc1ccc(NCc2nnc(SCC(=O)Nc3cc(C)on3)n2C)cc1
  HCMV antiviral: 18.1
  AmpC no deterg: -2.8%
  AmpC detergent: 3.5%
  AMA1-RON2 inh: -1.0%
  FBPA Giardia inh: 1.1%
  Sm TGR block: 0.6%

O=C(Nc1ccc2oc(-c3cccc(Cl)c3Cl)nc2c1)c1cccc(Br)c1
  HCMV antiviral: -74.4*
  AmpC no deterg: .
  AmpC detergent: 8.1%
  AMA1-RON2 inh: .
  FBPA Giardia inh: .
  Sm TGR block: -8.0%

6 records picked at random from those above:
SMILES	HCMV antiviral	AmpC no deterg	AmpC detergent	AMA1-RON2 inh	FBPA Giardia inh	Sm TGR block
CCc1nnc(NS(=O)(=O)c2ccc(N/C=C(\C=O)c3nc4cc(Cl)ccc4o3)cc2)s1	36.7	-43.0%	-5.7%	17.9%	4.4%	.
COC(=O)C1=C(c2ccc(OC(F)(F)F)cc2)C[C@@H]2CC[C@H]1N2C(=O)NCC1CC1	-36.5	54.0%	-4.4%	-1.0%	.	-2.8%
O=C(Nc1ccc2oc(-c3cccc(Cl)c3Cl)nc2c1)c1cccc(Br)c1	-74.4*	.	8.1%	.	.	-8.0%
Cc1ccc(N(CCC#N)C(=O)CSc2nnc3ccccn23)cc1	-22.4	-6.3%	4.0%	-4.0%	.	-2.2%
CCCCNC(=O)CSc1nc2cc3c(cc2c(=O)n1Cc1ccc(C(=O)NCCc2ccc(OC)c(OC)c2)cc1)OCO3	-10.7	.	9.4%	.	.	-1.0%
CCc1ccc(NC(=O)COC(=O)/C=C/c2ccco2)cc1	-7.3	-11.9%	.	-0.3%	.	.

Compound activity from PubChem BioAssay.
